From PubChem
core dimer inh: inhibitors of HCV core protein dimerization, primary screen, biochemical, TR-FRET, high-throughput. TR-FRET GST/Flag-core106 dimerization, 1536-well. inhibition, % at 5 µM. actives 0.33% (n = 300,000). AID 1899, 2009;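 active means inhibition above the mean of all tested compounds plus 3 SD, set per screening campaign, cut at about 45% in these data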
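Assay system: tagged HCV core106 pair (GST and Flag); medium: KF-containing HEPES buffer, pH 7.45, DTT, CHAPS, BSA; also added: Eu donor and XL665 acceptor anti-tag antibodies; dosing: 5 µM single dose; timing: compound-protein-antibody incubation 4 h at 22.5 °C; signal: TR-FRET 671 and 617 nm emission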
proCasp3 act: activators of human procaspase-3 D3A mutant, primary screen, biochemical, absorbance, PC-3 D3A mutant, single concentration; actives 0.11% (n = 330,000); recombinant procaspase-3 D3A, Ac-DEVD-pNA absorbance 405 nm; Caspase-3 (Homo sapiens), P42574; activation, % at 8.5 µM;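 active means activation above the mean of all tested compounds plus 3 SD, cut at about 21% in these data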;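 further: 0% = DMSO alone and 100% = DMSO wells spiked with extra 5 µM PC-3 D3A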
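System: Procaspase-3 D3A mutant. Medium: Zinc-free 300 mM NaCl, 50 mM HEPES, 0.01% Triton X-100. Schedule: 1 h preincubation plus 2 h reaction at 25 °C. Measured by: 405 nm absorbance of p-nitroaniline, reads at 0 and 120 min. Read-out: percent activation relative to control range.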
Fh CTSL1 inh: Fasciola hepatica cathepsin L1 inhibitors, primary screen, counter-screen for PFM18AAP inhibitor project, biochemical, QFRET, fluorogenic peptide substrate. recombinant F. hepatica cathepsin L1, Z-Leu-Arg-MCA fluorescence. inhibition, % at 5.96 µM. actives 0.49% (n = 300,000). AID 1906, 2009;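 active means inhibition above the mean of all tested compounds plus 3 SD, set per screening campaign, cut at about 17% in these data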;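 further: 0% = plate median of test compound wells and 100% = 1 µM Z-Phe-Ala-diazomethylketone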
PP1 counter: PP1-alpha phosphatase inhibitors, primary screen, counter-screen for PP5 inhibitor project, biochemical, fluorescence, OMFP substrate, single point; purified PP1alpha; inhibition, % at 6.7 µM; actives 0.9% (n = 320,000); AID 2235, 2010;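 active means inhibition above the mean inhibition of all tested compounds plus 3 SD, computed separately for each screening campaign, cut at about 15% in these data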
Target sequence (P62136 whole entry, looked up): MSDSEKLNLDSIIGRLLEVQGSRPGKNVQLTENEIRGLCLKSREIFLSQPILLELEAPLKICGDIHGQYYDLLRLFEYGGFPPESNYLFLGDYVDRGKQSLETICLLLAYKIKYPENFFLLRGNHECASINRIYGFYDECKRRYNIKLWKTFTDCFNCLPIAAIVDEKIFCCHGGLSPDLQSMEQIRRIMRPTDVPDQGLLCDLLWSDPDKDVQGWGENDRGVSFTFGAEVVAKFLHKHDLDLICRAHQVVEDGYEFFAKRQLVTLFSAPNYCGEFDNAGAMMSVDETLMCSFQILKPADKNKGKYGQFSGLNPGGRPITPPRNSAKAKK
proCasp7 act: procaspase-7 activators, primary screen, counter-screen for procaspase-3 activator project, biochemical, absorbance, HTS, human; recombinant procaspase-7, Ac-DEVD-pNA absorbance 405 nm; D23A/D198A/D206A triple mutant, cannot self-cleave; scale: DMSO 0, 5 µM enzyme 100; activation, % at 8.5 µM; actives 0.093% (n = 330,000);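 active means percent activation above the screen-wide mean plus 3 SD, cut at about 25% in these data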
Target sequence (P55210 whole entry D23A/D198A/D206A): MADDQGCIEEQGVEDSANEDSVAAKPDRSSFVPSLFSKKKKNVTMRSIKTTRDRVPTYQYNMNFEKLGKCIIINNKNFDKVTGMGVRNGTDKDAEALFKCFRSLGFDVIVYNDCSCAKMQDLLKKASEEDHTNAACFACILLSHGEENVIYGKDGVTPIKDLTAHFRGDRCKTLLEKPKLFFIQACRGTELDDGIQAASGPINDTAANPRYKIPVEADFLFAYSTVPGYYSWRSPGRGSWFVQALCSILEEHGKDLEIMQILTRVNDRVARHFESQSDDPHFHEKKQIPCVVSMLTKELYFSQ
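Replicates: singlicate. Assay system: Procaspase-7 triple mutant (PC-7 D3A). Signal: 405 nm absorbance of p-nitroaniline. Times: 1 h preincubation, 2 h reaction. Buffer or medium: Zinc-free HEPES pH 7.4 with 300 mM NaCl, 0.01% Triton X-100. Also added: DEVD-pNA substrate. Benchmarks: DMSO wells as 0%, DMSO with 5 µM added PC-7 as 100%.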
JMJD2C inh: inhibitors of GASC-1 histone demethylase, primary screen, biochemical, fluorescence, DELFIA europium; Lysine-specific demethylase 4C (Homo sapiens), Q9H3R0; GST-JMJD2C(1-420) H3K9me3 demethylation; inhibition, % at 2.35 µM; actives 0.069% (n = 330,000);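 active means more than half of a compound's replicate wells show inhibition beyond 50%, single wells judged on their own value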;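 further: signal counts dimethyl H3K9 product captured on neutravidin plate; 0% = median of DMSO wells and 100% = 0.3 times that DMSO median; strong numbers were not always called active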
Target sequence (Q9H3R0 1-420 limits assumed): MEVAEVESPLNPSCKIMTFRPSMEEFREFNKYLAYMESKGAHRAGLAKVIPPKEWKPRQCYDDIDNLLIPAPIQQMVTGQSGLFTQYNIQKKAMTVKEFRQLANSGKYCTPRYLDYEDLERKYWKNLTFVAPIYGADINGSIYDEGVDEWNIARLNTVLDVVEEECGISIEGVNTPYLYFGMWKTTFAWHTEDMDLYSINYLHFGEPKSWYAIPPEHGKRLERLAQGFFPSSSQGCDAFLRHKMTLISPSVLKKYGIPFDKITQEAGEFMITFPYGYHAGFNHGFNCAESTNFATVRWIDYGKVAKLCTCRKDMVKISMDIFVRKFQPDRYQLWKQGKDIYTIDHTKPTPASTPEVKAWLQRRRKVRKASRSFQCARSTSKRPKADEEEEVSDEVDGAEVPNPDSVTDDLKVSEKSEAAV
VLA-4 inh: inhibition in human VLA-4 binding assay, primary screen, VLA-4 allosteric modulator project, MLPCN library, flow cytometry, VLA-4 expressing cells | inhibition, % (about 7 µM as worked out from the volumes in the protocol) | Integrin alpha-4 (Homo sapiens), P13612 | ligand binding flow cytometry | actives 0.2% (n = 330,000); in the data active means inhibition above about 50%
GRK2 inh: compounds blocking aptamer binding on GRK2 – biochemical, human GRK2, bead flow cytometry, HTS, primary screen. actives 0.59% (n = 330,000). FAM-aptamer displacement from GRK2. inhibition of aptamer binding, % at 10 µM. AID 488847, 2010;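 active means inhibition of aptamer binding above 40%, roughly 3 SD of noise, on plates passing a quality check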;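 further: median bead fluorescence of bound FAM aptamer so fluorescent compounds give negative values; no value below 0 was filed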
PP5 primary: PP5 phosphatase inhibitors, primary screen, biochemical, fluorescence | Serine/threonine-protein phosphatase 5 (Homo sapiens), P53041 | purified PP5c, OMFP substrate fluorescence | inhibition, % at 6.7 µM | actives 0.18% (n = 320,000);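 active means inhibition above the campaign's mean inhibition across all tested compounds plus 3 SD, cut at about 9.5% in these data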;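 further: 0% = DMSO only and 100% = 100 µM cantharidin control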
Active calls of the source: *; · = no result given.

smiles,core dimer inh,proCasp3 act,Fh CTSL1 inh,PP1 counter,proCasp7 act,JMJD2C inh,VLA-4 inh,GRK2 inh,PP5 primary
Cc1cccc(-n2c(C)nc3cc(C(=O)N4CCOCC4)ccc32)c1,5,0,1,1,8,-3,13,3,-0.2
Clc1ccccc1-c1cc(COc2ccc3ccccc3c2)no1,-3,3,2,-1,7,2,-10,0,0.0
CN(C1CCCCC1)S(=O)(=O)c1ccc(NC(=O)c2ccco2)cc1,-2,-2,1,3,-6,7,-9,1,3.1
CCC1CCCCN1c1cc(C)nc2cc(-c3cccc(C)c3)nn12 (stereo not drawn),7,3,-1,8,6,0,-1,0,4.1
CCc1ccc(Nc2ncc3c(n2)CC(c2ccco2)CC3=O)cc1 (stereo not drawn),13,-1,4,12,-4,-5,-3,2,-1.7
CC1(c2cccc(Br)c2)NC(=O)N(CC(=O)NCC2CCCO2)C1=O (stereo not drawn),·,2,·,-4,2,2,0,0,-0.2
CCN1CCCc2cc(CN(CCN3CCOCC3)C(=S)Nc3ccc(C)cc3)ccc21,-35,-3,-2,3,-9,-5,5,0,1.5
O=C(CNC(=O)c1cc(Cl)cc([N+](=O)[O-])c1)NC1CC1,·,4,·,·,5,2,-3,0,·
CCOC(=O)c1ccc(NC(=O)COc2ccc(CNC3CCCCC3)cc2OC)cc1,-4,6,-3,-8,10,-3,27,0,-0.4
O=S(=O)(c1cccc(C(F)(F)F)c1)N1CCC(c2cc(-c3cccc4ccccc34)n[nH]2)CC1,6,10,1,1,-2,-26,-2,4,5.2
Cc1ccc(CN2C(=O)[C@H]3Cc4c([nH]c5ccccc45)C(C)(C)N3C2=O)cc1,-3,8,0,1,7,-8,-4,0,7.0
O=S1(=O)N=C(N(Cc2cccs2)c2ccc(O)cc2)c2ccccc21,-1,10,-2,2,1,28,9,1,0.6
NC(=O)c1cc([N+](=O)[O-])ccc1NCc1cnccn1,-3,0,2,-2,-1,-2,-7,2,4.1
Cn1cc(CNC(=O)COc2ccc(Cl)cc2Cl)cn1,5,-1,0,0,1,-2,5,0,1.2
COc1ccc2c(c1)C1NC(=S)NC(C)(O2)C1C(=O)Nc1ccc(Cl)cc1 (stereo not drawn),1,-1,0,-3,-3,1,7,4,1.9
COc1ccc(Cn2c(SCc3ccccc3C)nc3cc(OC)c(OC)cc3c2=N)cc1,-9,0,6,30*,-3,-11,-10,0,2.9
Cc1cc(C)cc(SCc2noc(C(=O)NC(C)C)c2C(=O)NC(C)C)c1,1,2,-1,1,9,-8,5,0,5.0
O=C(O)c1ccc(NC(=O)c2ccco2)c(NC(=O)c2ccco2)c1,-15,1,-6,-1,4,2,34,0,-0.2
COc1cc(C)c(NC(=O)COc2cccc3c2OC(C)(C)C3)cc1OC,·,7,·,-1,-2,29,32,41*,1.9
CCCCn1c(SC(C)C(=O)NCC2CCCO2)nc2cc(C(=O)OC)ccc2c1=O (stereo not drawn),6,2,9,-4,4,-2,19,3,2.3

Quoted at random: 6 entries already listed
smiles,core dimer inh,proCasp3 act,Fh CTSL1 inh,PP1 counter,proCasp7 act,JMJD2C inh,VLA-4 inh,GRK2 inh,PP5 primary
Cc1ccc(CN2C(=O)[C@H]3Cc4c([nH]c5ccccc45)C(C)(C)N3C2=O)cc1,-3,8,0,1,7,-8,-4,0,7.0
CC1(c2cccc(Br)c2)NC(=O)N(CC(=O)NCC2CCCO2)C1=O (stereo not drawn),·,2,·,-4,2,2,0,0,-0.2
Cc1cccc(-n2c(C)nc3cc(C(=O)N4CCOCC4)ccc32)c1,5,0,1,1,8,-3,13,3,-0.2
COc1ccc2c(c1)C1NC(=S)NC(C)(O2)C1C(=O)Nc1ccc(Cl)cc1 (stereo not drawn),1,-1,0,-3,-3,1,7,4,1.9
CCOC(=O)c1ccc(NC(=O)COc2ccc(CNC3CCCCC3)cc2OC)cc1,-4,6,-3,-8,10,-3,27,0,-0.4
COc1cc(C)c(NC(=O)COc2cccc3c2OC(C)(C)C3)cc1OC,·,7,·,-1,-2,29,32,41*,1.9

(more compounds)
smiles,core dimer inh,proCasp3 act,Fh CTSL1 inh,PP1 counter,proCasp7 act,JMJD2C inh,VLA-4 inh,GRK2 inh,PP5 primary
CN(Cc1cnccn1)Cc1nc(Cc2ccccc2Cl)no1,3,-1,0,-1,11,-7,-6,0,-2.3
Cc1nc2scc(C)n2c(=O)c1S(=O)(=O)NCCc1ccc(Cl)cc1,1,-6,1,-2,0,7,13,0,-0.2
Cc1nc2ncccn2c1-c1csc(Nc2ccccc2)n1,4,-14,2,-4,-1,-1,20,3,-0.8
O=C(Nc1ccc(Cl)cc1)c1ccc(Br)cc1F,-4,1,1,2,1,1,5,0,-2.0
CCCCCNC1=CC(=O)CC(c2ccccc2)C1 (stereo not drawn),6,-1,0,-2,7,-5,1,0,-0.5
Cn1c(C(=O)O)c(C=O)c2ccccc21,0,-7,0,4,7,-2,-3,0,-3.2
O=C(COC(=O)C1=COCCO1)NCc1ccc(F)cc1,-9,-13,-6,4,-1,24,-1,6,0.7
Cc1c(S(=O)(=O)N2CCc3ccccc3C2)c(=O)n(C)c(=O)n1C,-2,4,1,-2,14,14,19,0,-3.0
CCN(CC)S(=O)(=O)c1ccc(C)c(NC(=O)/C=C/c2cccs2)c1,-4,1,-1,8,-7,4,3,6,2.6
O=C1O/C(=C/C(=O)N2CCOCC2)c2ccccc21,2,-7,-1,-1,-7,-3,17,1,3.5

One compound at a time (already shown). Order of screens: core dimer inh | proCasp3 act | Fh CTSL1 inh | PP1 counter | proCasp7 act | JMJD2C inh | VLA-4 inh | GRK2 inh | PP5 primary
Cc1nc2ncccn2c1-c1csc(Nc2ccccc2)n1 in the list: 4 | -14 | 2 | -4 | -1 | -1 | 20 | 3 | -0.8
CN(Cc1cnccn1)Cc1nc(Cc2ccccc2Cl)no1 in the list: 3 | -1 | 0 | -1 | 11 | -7 | -6 | 0 | -2.3
CCCCCNC1=CC(=O)CC(c2ccccc2)C1 (stereo not drawn) in the list: 6 | -1 | 0 | -2 | 7 | -5 | 1 | 0 | -0.5
O=C1O/C(=C/C(=O)N2CCOCC2)c2ccccc21 in the list: 2 | -7 | -1 | -1 | -7 | -3 | 17 | 1 | 3.5
O=C(Nc1ccc(Cl)cc1)c1ccc(Br)cc1F in the list: -4 | 1 | 1 | 2 | 1 | 1 | 5 | 0 | -2.0

(listing goes on)
smiles,core dimer inh,proCasp3 act,Fh CTSL1 inh,PP1 counter,proCasp7 act,JMJD2C inh,VLA-4 inh,GRK2 inh,PP5 primary
COC(=O)Cc1c(C)nc2nc(-c3ccc(OC)cc3)[nH]n2c1=O,-1,-2,-1,-3,7,14,7,1,0.8
CSCCC1NC(=O)NC1=O (stereo not drawn),-4,-2,3,-3,4,0,-4,0,-3.9
Cc1sc2ncnc(SC(C)C(=O)N3c4ccccc4Sc4ccccc43)c2c1C (stereo not drawn),-12,-3,-7,-12,5,-11,9,0,2.0
COC(=O)c1sccc1NC(=O)c1csc2c1CCCC2,5,-1,2,-3,-2,-4,-4,2,0.8
CCC(C(=O)Nc1cc(C(=O)O)ccc1C)c1ccccc1 (stereo not drawn),3,1,4,3,-1,4,7,0,0.7
CN(C)S(=O)(=O)c1cccc(C(=O)NCCOC(=O)c2cc(F)c(F)cc2Cl)c1,-18,3,0,3,-6,1,-40,0,-0.3
O=C(O)CCCn1cc(NC(=O)c2cc(F)c(F)cc2Cl)cn1,0,-3,0,-3,2,-2,-9,0,2.1
COc1ccc(S(=O)(=O)NCc2cccnc2)cc1NC(=O)c1ccc(Cl)cc1,0,-1,1,-3,7,109,0,2,2.4
O=C(c1cccs1)N1CCN(Cc2cccc([N+](=O)[O-])c2)CC1,-12,-6,-4,3,4,3,-3,6,1.6
Oc1oc(-c2cccc3ccccc23)nc1/C=N/c1nccs1,8,4,22*,6,3,-6,6,0,0.9
NC(=O)CN1C(=O)C(=O)N(Cc2ccccc2Cl)C1=O,12,-7,2,0,-20,-3,-5,1,-1.5
Cc1cccc(OCc2nnc(SCC(=O)c3ccccc3)o2)c1,2,-2,4,7,-4,25,-4,5,3.8
O=C(c1cc2cc(F)ccc2[nH]1)N1CCN(c2ccc(F)cc2)CC1,12,10,-2,-1,-3,-10,0,5,0.0
Cc1nnc(SCc2cccc([N+](=O)[O-])c2)[nH]c1=O,0,4,-7,-1,-18,1,1,2,1.4
CCCCC(CC)COC(=O)c1ccc(N(C)C)cc1 (stereo not drawn),·,-5,·,-5,-1,3,11,0,-0.7
Cc1nc2c(S(=O)(=O)c3ccccc3)cnn2c(C)c1C,-2,-2,-4,2,1,11,2,0,0.1
CN(C1CCCCC1)S(=O)(=O)c1cccc(C#N)c1,4,1,4,-1,-4,-5,11,0,0.4
Cc1c(Cl)c([N+](=O)[O-])nn1CCCC(=O)Nc1cccnc1,1,7,1,2,6,11,0,1,-0.2
Cc1cc(C)cc(NC(=O)CN2CCN(C(=O)c3cccs3)CC2)c1,·,8,·,·,-2,-3,0,0,·
CN(C)c1ccnc(N(Cc2ccccc2)Cc2ccccc2)c1C#N,4,-6,8,0,-6,6,0,0,1.7
C=CCN1C(=O)c2ccc(C(=O)NCCc3ccc(F)cc3)cc2C1=O,-6,4,4,-2,4,-11,14,0,0.9
CCOCCCNC(=O)c1ccc(CS(=O)(=O)Cc2ccc(C)cc2)o1,-5,7,0,-4,9,·,16,4,4.0
CN1CCN(CC(O)COCCOc2ccc(Br)cc2)CC1 (stereo not drawn),-12,-1,-7,-2,0,3,1,0,2.9
O=C(CN(Cc1ccc(F)cc1)S(=O)(=O)c1ccccc1)N1CCCCC1,4,5,-2,0,3,-47,-1,0,-0.3
S=c1[nH]nc(-c2ccccc2Cl)n1/N=C/C=C/c1ccco1,6,-5,1,0,-20,2,8,0,1.7
CC(=O)c1cccc(NC(=O)C2CCCN(S(C)(=O)=O)C2)c1 (stereo not drawn),-3,11,0,-4,9,5,4,2,-0.6
